Source: PubChem
Smad3 FoxH1 inh – blocks human Smad3 binding to FoxH1 peptide; actives 0.29% (n = 88,000); inhibition, % at 25 µM; AID 630; TR-FRET Smad3/Dy647-FoxH1 peptide binding, europium anti-His;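 active = compounds that reduce the energy-transfer binding signal between the protein and its labelled peptide by more than half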;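 note: 0% = Smad3 plus labelled peptide maximal FRET and 100% = peptide-only background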
Target sequence (P84022 whole entry, looked up): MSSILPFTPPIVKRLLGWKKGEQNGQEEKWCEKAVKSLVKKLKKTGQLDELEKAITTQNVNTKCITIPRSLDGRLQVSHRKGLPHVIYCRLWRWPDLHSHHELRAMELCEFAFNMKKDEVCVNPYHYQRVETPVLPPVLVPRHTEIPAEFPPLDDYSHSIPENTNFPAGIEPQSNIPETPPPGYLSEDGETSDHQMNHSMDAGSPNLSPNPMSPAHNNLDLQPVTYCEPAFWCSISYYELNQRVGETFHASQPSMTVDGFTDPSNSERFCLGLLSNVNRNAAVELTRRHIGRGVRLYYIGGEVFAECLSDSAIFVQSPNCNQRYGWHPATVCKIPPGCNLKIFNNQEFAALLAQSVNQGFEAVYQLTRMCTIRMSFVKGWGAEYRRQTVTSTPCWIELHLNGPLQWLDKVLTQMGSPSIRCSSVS
Candida biofilm – kills Candida albicans biofilms | C. albicans biofilm + clotrimazole, Alamar Blue | inhibition, % at 6 µM | actives 0.14% (n = 85,000) | AID 834;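 active = inhibition above 20%; inactive = inhibition below 20%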;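 note: preformed 24 hr biofilms exposed to compound for 48 hr; 0% = biofilm without compound and 100% = blank killed by clotrimazole plus chlorhexidine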
ERb coact inh – ER-beta (human) coactivator binding inhibition; Q92731; TR-FRET ER-beta LBD / SRC1-Cy5 peptide binding; receptor agonist-loaded with 1 µM estradiol; inhibition, % at 25.6 µM; actives 1.3% (n = 86,000); AID 633;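 active = compounds whose percent inhibition of the receptor-coactivator binding signal exceeds about 50% in the single-dose screen, limit read from the data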;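 note: 0% = receptor plus peptide wells without compound and 100% = peptide-only wells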
Target sequence (Q92731 whole entry, looked up, the tested form may be a part): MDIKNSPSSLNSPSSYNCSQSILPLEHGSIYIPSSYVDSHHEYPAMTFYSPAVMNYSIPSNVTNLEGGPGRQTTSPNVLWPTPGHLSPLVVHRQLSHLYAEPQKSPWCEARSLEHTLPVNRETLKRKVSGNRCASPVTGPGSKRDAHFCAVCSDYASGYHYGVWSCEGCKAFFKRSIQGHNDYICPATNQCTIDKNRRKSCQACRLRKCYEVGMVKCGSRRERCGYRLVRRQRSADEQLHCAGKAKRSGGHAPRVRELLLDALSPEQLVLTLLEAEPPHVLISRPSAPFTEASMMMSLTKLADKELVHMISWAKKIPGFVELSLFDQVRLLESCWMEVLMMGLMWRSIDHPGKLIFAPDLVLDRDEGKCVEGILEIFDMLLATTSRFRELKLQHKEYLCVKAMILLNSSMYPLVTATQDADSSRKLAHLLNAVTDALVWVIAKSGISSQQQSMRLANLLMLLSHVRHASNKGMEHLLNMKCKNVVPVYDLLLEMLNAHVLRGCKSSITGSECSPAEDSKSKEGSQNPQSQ
Numbers without * were called inactive; [ ] = remark or other dose.

SMILES	Smad3 FoxH1 inh	Candida biofilm	ERb coact inh
O=C1c2ccccc2C(=O)N1CC1c2ccccc2CCN1S(=O)(=O)c1cnc[nH]1 (centres undefined)	0	-6	-5
c1nc(NC2CCCCCC2)c2[nH]cnc2n1	-2	-4	-12
COc1ccc(-n2c(Cc3cccn3C)nnc2SCC(=O)Nc2ccc(C)cc2)cc1	-1	15	-11
S=c1[nH]nc(COc2ccc(Cl)cc2)o1	-4	0	-13
Cn1cccc1Cc1nnc(SCC(=O)NC2CCCCC2)n1CCc1ccccc1	0	2	-4[fluorescence artefact?]
Cc1ccc(-n2c(C)cc(C(=O)CSc3nncs3)c2C)cc1	5	12	-4
COC(=O)CSC1=C(C#N)C(=O)NC2(CCCCC2)S1	-2[fluorescence artefact?]	-1	-10
CCN(CC)S(=O)(=O)c1cccc(C(=O)Nc2ccccc2C(=O)N2CCOCC2)c1	-12	3	-11[fluorescence artefact?]
CCCc1nc(SCC(=O)c2ccc(OC)cc2)c2c(=O)n(C)c(=O)n(C)c2n1	-1	6	5
CCOC(=O)c1cnn(-c2nc(C)nc3sc4c(c23)CCC4)c1N	2	9	6[fluorescence artefact?]
COc1ccccc1N1C(=O)C2C3C=CC(C3)C2(C)C1=O (centres undefined)	0	5	4
O=C(O)c1ccccc1Nc1cccc(C(F)(F)F)c1	-2	5	0
CCOC(=O)N1CCC(Nc2cc(C)nc3c(-c4ccccc4OC)c(C)nn23)CC1	0	-2	-10
Nc1nnc(N2CCCCCC2)s1	8	6	-7
CCOCCCNC(=O)CC1Oc2ccc(C)cc2NC1=O (centres undefined)	6	3	-1
O=C(CSc1nnnn1Cc1ccccc1)NCCc1ccccc1	3	-3	7
COc1ccc(C2CCCN2C(=O)Nc2ccc(F)cc2)cc1OC (centres undefined)	-8	-5	-2[fluorescence artefact?]
CCOC(=O)N1CCC(n2c(=S)[nH]c3cc(OCC)c(OCC)cc3c2=O)CC1	14[fluorescence artefact?]	6	52*[fluorescence artefact?]
Cc1ccc(C)c(NC(=O)c2ccc3c(c2)N(Cc2ccc(F)cc2)C(=O)CS3=O)c1 (centres undefined)	-4	-1	-11
CCC(C)NC(=O)C1CN(S(=O)(=O)c2ccccc2)CCN1S(=O)(=O)c1ccccc1 (centres undefined)	-2	7	12
COc1ccccc1N1CCN(CC(=O)Nc2cc(C)nn2-c2nc(C)cc(C)n2)CC1	8	3	-15[fluorescence artefact?]
CCOC(=O)c1cnn(CC2CCCCC2)c1N	4	9	-25[fluorescence artefact?]
COc1cccc(C2CC(c3cccc(OC)c3)n3nc(N)nc3N2)c1 (centres undefined)	4	1	-2
COc1ccc(Cl)cc1NC(=O)c1nc2nc(C)cc(C(F)F)n2n1	7[fluorescence artefact?]	9	12[fluorescence artefact?]
Cc1nnc(SCCn2c(N3CCN(c4ccccc4)CC3)nc3c2c(=O)n(C)c(=O)n3C)s1	3	2	-9
COc1ccc2[nH]c(C)c(CN3CCCC(C)C3)c(=O)c2c1 (centres undefined)	-12	-3	3[fluorescence artefact?]
COc1ccc2c(c1)OC1(C)CC2C(C(=O)c2ccccc2OC)C(=O)N1 (centres undefined)	6	0	17
Cc1cccc(NC(=O)CSc2nc(C)nc3c2c(=O)n(C)c(=O)n3C)c1	-1	2	4
Cc1cc(-n2nc(C)cc2C)nc(NS(=O)(=O)c2ccccc2)n1	-6	9	-14
CC(C)(C)NC(=O)CSc1nnc(-c2ccco2)n1Cc1ccco1	4	3	-17

Not a retest: entries from further up.
SMILES	Smad3 FoxH1 inh	Candida biofilm	ERb coact inh
Cc1nnc(SCCn2c(N3CCN(c4ccccc4)CC3)nc3c2c(=O)n(C)c(=O)n3C)s1	3	2	-9
COc1ccc2[nH]c(C)c(CN3CCCC(C)C3)c(=O)c2c1 (centres undefined)	-12	-3	3[fluorescence artefact?]

(next part)
SMILES	Smad3 FoxH1 inh	Candida biofilm	ERb coact inh
COCCn1c(SCC#N)nnc1-c1ccc2c(c1)OCO2	4	2	-3
COc1cc(C2C(C(=O)OC(C)C)=C(C)Nc3ncnn32)cc(OC)c1OC (centres undefined)	-5	7	-2
CCOC(=O)c1ncn2c1C(=O)OC2(C)C	-22	-1	32
O=C(NC1CCCC1)C1c2ccccc2C(=O)N1CCCN1CCOCC1 (centres undefined)	0[fluorescence artefact?]	8	-11
CCc1nnc(NC(=O)c2cccc(C(=O)Nc3nnc(CC)s3)n2)s1	22	5	12[fluorescence artefact?]
O=C(O)CCC(C(=O)O)n1c(O)c(C2=c3ccccc3=NC2=O)sc1=S (centres undefined)	2	3	15[fluorescence artefact?]
COc1ccc(-c2cn3c(C)c(C(=O)N4CCN(c5ccc(OC)cc5)CC4)sc3n2)cc1	1	7	17
COc1cc2nc(C3CC3)n(NC(=O)c3ccc(F)cc3)c(=O)c2cc1OC	-12	2	5[fluorescence artefact?]
O=C(C1CC1c1ccccc1)N1CCOCC1 (centres undefined)	-3	10	-6
CCCCC1CCC(c2nc(-c3cccnc3)no2)CC1 (centres undefined)	-3	9	-11
Cc1ccc2c(c1)NCC(C(=O)NCc1ccccc1)O2 (centres undefined)	2	1	-9[fluorescence artefact?]
O=C(Cn1c(=O)n(CCCC(=O)NC2CCCC2)c(=O)c2ccccc21)NCCC1=CCCCC1	-7	-4	12
O=C(Nc1ccc2nn(-c3ccccc3)nc2c1)c1ccc(Br)o1	-7[fluorescence artefact?]	4	39
Cn1cccc1Cc1nnc(SCC(=O)Nc2nccs2)n1CCc1ccccc1	16[fluorescence artefact?]	4	-5
COc1ccc(-n2nc3c(c2NC(=O)c2cc4ccccc4oc2=O)CS(=O)(=O)C3)cc1	1	6	66*[fluorescence artefact?]
CSC1=NCCN1C(=O)COc1ccccc1	-8	4	-10
COc1ccc(CNC(=O)c2cnn3c(C(F)F)cc(C)nc23)cc1OC	-1	5	-8
CC(C)OC(=O)c1c(NC(=O)CCn2nnc3ccccc32)sc2c1CCCC2	3	2	1
CNC(=O)CN1C(=O)c2ccccc2S1(=O)=O	-7	8	5
COC(=O)c1ccc(NC(=O)Cn2nc(SC)n(N)c2=S)cc1	6	27*	-1[fluorescence artefact?]
Cc1cc(Nc2ccc(F)cc2C)n2ncnc2n1	-2	3	-8
O=C(O)c1cc2cc(F)ccc2[nH]1	0	6	21[fluorescence artefact?]
Fc1ccc(-c2nnc3ccc(N4CCCC4)nn23)cc1	1	14	-3
CC(C)(C)OC(=O)N1CCC[C@@H]1C(=O)N1CCC(C(=O)O)CC1	0	1	-6
CN(C(=O)c1ccncc1)c1nnc(-c2cccnc2)s1	3	3	7
Brc1ccc(-c2nn3c(-c4ccncc4)nnc3s2)o1	3	-1	2
O=C(CSc1nnc(-c2ccco2)n1Cc1ccco1)N1CCOCC1	2	3	4
CCCc1cc(=O)oc2c(C)c3occ(C)c3cc12	0	-1	3
CCOc1ccc(-c2nc(CSCC(=O)N3CCN(c4cccc(OC)c4)CC3)c(C)o2)cc1	2	16	0
O=C(OCC(=O)N1CCN(C(=O)c2ccco2)CC1)C1=COCCO1	-1	5	-4
CN(C)c1nc(N)nc(-c2ccco2)n1	-3	7	1
CCC(C)Sc1nc2c(c(=O)n1C)SC(C)C2 (centres undefined)	3	4	-8
CCCC(c1nnnn1CCOC)N1CCN(c2cccc(OC)c2)CC1 (centres undefined)	19	2	8[fluorescence artefact?]
COC(=O)CSc1ncc(C#N)c(N)n1	5	-3	0[fluorescence artefact?]
COc1ccc(C2c3c(oc4ccccc4c3=O)C(=O)N2c2ccccn2)cc1 (centres undefined)	-19	0	6[fluorescence artefact?]
N=C1C(c2nc3ccccc3c(=O)[nH]2)=C(O)CN1CCc1ccccc1	-12[fluorescence artefact?]	1	19
COc1ccccc1CNC(=O)c1nnc(Cc2ccc(Cl)cc2)o1	-1	6	0
CCCN(CCC)S(=O)(=O)c1ccc(C(=O)O)cc1	-8	1	-9
Cc1cc(Oc2ccc(=O)n(C)n2)nc(Oc2ccc(=O)n(C)n2)n1	-1	4	5[fluorescence artefact?]
Cc1cnc(N)c2c(=O)oc3ccccc3c12	5	6	-5
S=c1nc(-c2cccc(Br)c2)[nH][nH]1	-3	9	-2
O=C(NCc1ccco1)c1c2c(nc3ccccc13)CCC2	-2	6	92*[fluorescence artefact?]
Cc1cccc(N2CCN(C(=O)CCNS(=O)(=O)c3ccc4c(c3)CCC(=O)N4)CC2)c1C	-7	9	0
O=C(c1ccc(-c2ccccc2)cc1)N1CCN(c2nc3ccccc3o2)CC1	-12	7	-3
COc1ccc(CCNC(=O)CCn2c(=O)oc3ccccc32)cc1OC	-4	4	-7[fluorescence artefact?]
Cc1cc2cc(CNC(=O)c3ccc4c(c3)OCO4)ccc2n1C	3	1	40
Cc1cnn(-c2ccc3nnc(-c4ccc(Br)cc4)n3n2)c1	27[fluorescence artefact?]	7	36[fluorescence artefact?]
Cc1[nH]c(=O)[nH]c(=O)c1S(=O)(=O)NCCOC12CC3CC(CC(C3)C1)C2	-15	-3	-7
Cc1ccccc1C(=O)OCn1nnc2ccccc2c1=O	-9	0	-8
CCOC(=O)N1CCC2(CC1)CC(=O)c1c(ccc3oc(C(=O)O)c(C)c13)O2	2	-5	-3
COc1ccc(CC(=O)Nc2cc(C)c3c(=O)oc4ccccc4c3n2)cc1	-4[fluorescence artefact?]	18	53*[fluorescence artefact?]
CN(C)CCSc1nnc(-c2ccccc2)o1	5	6	-3
Cc1cccc(CCNC(=O)c2nnc(Cc3ccc(Cl)cc3)o2)c1	-5	6	-6
Cc1occc1C(=O)Nc1nnc(C(F)(F)F)s1	8[fluorescence artefact?]	-8	-4
CC1(C)C2CCC1(C)C(OC(=O)CCn1ccnc1)C2 (centres undefined)	-2	9	2
COc1ccc(Cl)cc1C(=O)Nc1cc(=O)n(C)c(=O)n1C	0	-2	-8
Cc1cc(C)cc(N2C(=O)CSC2c2cccs2)c1 (centres undefined)	-6	2	-4
CCS(=O)(=O)NCc1csc(-c2ccccc2)n1	-5	25*	31[fluorescence artefact?]
CCCCn1c(N)c(N(CCC(C)C)C(=O)COC(=O)c2ccco2)c(=O)[nH]c1=O	-6	8	-6
O=c1[nH]c(-c2ccccc2O)nc2c1CCCC2	-4	6	-1

Part of the list above in a different format:
COc1ccc(Cl)cc1C(=O)Nc1cc(=O)n(C)c(=O)n1C
  Smad3 FoxH1 inh = 0 | Candida biofilm = -2 | ERb coact inh = -8

Cc1cc(C)cc(N2C(=O)CSC2c2cccs2)c1 (centres undefined)
  Smad3 FoxH1 inh = -6 | Candida biofilm = 2 | ERb coact inh = -4

CCS(=O)(=O)NCc1csc(-c2ccccc2)n1
  Smad3 FoxH1 inh = -5 | Candida biofilm = 25* | ERb coact inh = 31[fluorescence artefact?]

CCCCn1c(N)c(N(CCC(C)C)C(=O)COC(=O)c2ccco2)c(=O)[nH]c1=O
  Smad3 FoxH1 inh = -6 | Candida biofilm = 8 | ERb coact inh = -6

More compounds:
SMILES	Smad3 FoxH1 inh	Candida biofilm	ERb coact inh
CCOC(=O)N1CCC(N2C(=O)c3ccccc3C2=O)CC1	-10	-2	7[fluorescence artefact?]
O=C(c1ccc2c(c1)OCO2)N1CCN=C1SCc1ccccc1	0	-10	0
N#Cc1c(NC(=O)CSc2nc3ccccc3c(=O)n2Cc2ccco2)sc2c1CCCC2	12	2	50*[fluorescence artefact?]
COc1cccc(NC(=O)c2nnn(Cc3ccc(Br)cc3F)c2N)c1	-9	4	-24
Cn1c(OCc2cccnc2)nc2c1c(=O)n(Cc1ccc(Br)cc1)c(=O)n2C	-5	3	4
Cn1c(=O)c2c(nc(Br)n2CC(=O)C23CC4CC(CC(C4)C2)C3)n(C)c1=O	-8	7	1
COc1ccccc1-c1nnc(SCC(=O)Nc2ccc(Cl)cc2Cl)o1	2	3	0
COc1ccc(OC)c(N/C(=N\c2nc(C)cc(C)n2)NC(=O)c2ccco2)c1	-7	2	6[fluorescence artefact?]
Cn1c(=O)c2c(nc(Cl)n2Cc2ccncc2)n(C)c1=O	3[fluorescence artefact?]	11	-4
COCCN1C(=O)c2ccccc2C(C(=O)NCCCN2CCCC2=O)C1c1c[nH]c2ccccc12 (centres undefined)	-5	5	-3
CC(Sc1nnc(Cn2c(=O)sc3ccccc32)n1C)c1ccccc1 (centres undefined)	-14	-3	1[fluorescence artefact?]
CCOC(=O)C(CC)n1nc(C)n2c(cc3sccc32)c1=O (centres undefined)	6	11	-4
Cn1c(C(=O)N2CCc3ccccc32)cc2c(=O)n3ccccc3nc21	-11	5	-9
COCC(C)N=Cc1c(O)[nH]c2ccccc12 (centres undefined)	-17	7	25[fluorescence artefact?]
COc1ccc(NC(=O)CC2Oc3ccccc3NC2=O)cc1 (centres undefined)	0	6	-1
O=C1OCCN1/N=C/c1ccc([N+](=O)[O-])o1	15	13	4
O=S(=O)(c1ccc(F)cc1)c1nc(-c2ccc(F)cc2)oc1NCCN1CCOCC1	6	2	-1
CCOC(=O)C1CCCN(c2ccc(NC(=O)c3snc4c(=O)[nH]cnc34)cc2)C1 (centres undefined)	-8	9	6[fluorescence artefact?]
CCCCn1c(SCC(=O)N2CC(C)CC(C)C2)nc2cc(S(N)(=O)=O)ccc21 (centres undefined)	-7	0	-2
Cn1c(=O)c2c(nc(N3CCCCC3)n2CCSc2nc3ccccc3s2)n(C)c1=O	2	3	-6[fluorescence artefact?]
COc1ccc(-c2nsc3c(N4CCN(S(=O)(=O)c5ccccc5)CC4)ncnc23)cc1	18	2	-1[fluorescence artefact?]
Cc1cc(C)n(-c2nc(SCC(=O)NCC3CCCO3)c3c4c(sc3n2)CCCC4)n1 (centres undefined)	9	-2	1
O=C(CSc1nnc(CSc2nc3ccccc3s2)o1)NC1CCCCC1	-1	-2	-3
CCC1(c2ccccc2)C(=O)NCNC1=O	-9	10	-3

These rows are one share of the data; the hit share may differ from the screen's.
